PAD4 inh: blocks human protein arginine deiminase 4; inhibition, % at 6.36 µM; hit rate 0.41% among 330,000; recombinant PAD4, RCA probe fluorescence polarization; Q9UM07; AID 485272;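 active means percent inhibition above a cutoff equal to the mean of all tested compounds plus 3 SD, cut at about 15% in these data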;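 further: 0% = PAD4 with RCA probe and DMSO and 100% = probe without PAD4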
LYPLA2 inh: blocks human lysophospholipase 2, a PME1 counter-screen. O95372. recombinant LYPLA2, FP-Rh probe fluorescence polarization. inhibition, % at 5.9 µM. hit rate 0.38% among 320,000. AID 2177;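 active means inhibition above the screen-wide mean plus 3 SD, limit set per campaign, cut at about 26% in these data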;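 further: 0% = LYPLA2 with DMSO and 100% = wells lacking LYPLA2 enzyme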
Target sequence (O95372 whole entry, looked up): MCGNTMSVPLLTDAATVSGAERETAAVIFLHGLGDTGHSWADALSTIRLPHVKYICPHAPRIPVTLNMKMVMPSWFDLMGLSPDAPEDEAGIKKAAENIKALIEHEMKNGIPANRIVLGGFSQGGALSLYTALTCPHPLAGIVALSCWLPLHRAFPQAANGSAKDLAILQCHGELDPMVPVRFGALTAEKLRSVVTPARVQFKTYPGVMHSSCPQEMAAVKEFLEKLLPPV
PAFAH2 FP inh: PAFAH2 (human) inhibition; recombinant PAFAH2, FP-rhodamine activity probe, fluorescence polarization; inhibition, % at 3.39 µM; hit rate 0.99% among 340,000;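 active means inhibition above the mean over all tested compounds plus 3 SD, cut at about 30% in these data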;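 further: inhibitors block probe labeling of enzyme so polarization drops; 0% = enzyme with DMSO and 100% = wells lacking PAFAH2 protein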
PME-1 primary: blocks human protein phosphatase methylesterase 1; Q9Y570; recombinant PME-1, FP-Rh probe fluorescence polarization; inhibition, % at 5.9 µM; hit rate 0.53% among 320,000; AID 2130;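 active means inhibition above the campaign mean of all compounds plus 3 SD, cut at about 26% in these data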;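 further: competitive labeling of PME-1 active site by serine hydrolase directed probe; 0% = PME-1 with DMSO and 100% = wells lacking PME-1 enzyme; inhibitors block probe labeling so polarization falls and inhibition rises; many of its hits are not listed in these tables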
PAFAH1B2 inh: inhibitors of human PAFAH1B2; hit rate 1.2% among 340,000; recombinant PAFAH1B2, FP-rhodamine activity probe, fluorescence polarization; inhibition, % at 3.39 µM; AID 492953;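 active means inhibition above the mean of all tested compounds plus 3 SD, cut at about 24% in these data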;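 further: 0% = enzyme with DMSO and 100% = wells lacking PAFAH1B2; many of its hits are not listed in these tables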
Target sequence (P68402 whole entry, looked up): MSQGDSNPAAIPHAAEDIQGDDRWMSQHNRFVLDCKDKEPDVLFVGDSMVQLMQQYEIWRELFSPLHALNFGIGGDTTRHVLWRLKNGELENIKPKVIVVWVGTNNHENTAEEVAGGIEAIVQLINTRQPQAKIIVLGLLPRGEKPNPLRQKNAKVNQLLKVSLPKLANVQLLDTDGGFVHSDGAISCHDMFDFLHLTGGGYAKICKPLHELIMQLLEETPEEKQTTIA
LYPLA1 inh: blocks human lysophospholipase 1, a PME1 counter-screen | O75608 | recombinant LYPLA1, FP-Rh probe fluorescence polarization | inhibition, % at 5.9 µM | hit rate 0.16% among 320,000;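 active means inhibition above the mean of all tested compounds plus 3 SD, set per campaign, cut at about 14% in these data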;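 further: inhibitors block serine hydrolase probe labeling of LYPLA1 so polarization falls; 0% = enzyme with DMSO and 100% = wells lacking LYPLA1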
GSTO1 inh: counter-screen for RBBP9 inhibitors: inhibitors of human GSTO1 | hit rate 1.1% among 300,000 | inhibition, % at 5.96 µM | recombinant GSTO1, activity-based probe fluorescence polarization;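 active means inhibition above the campaign mean inhibition plus 3 SD, cut at about 35% in these data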;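 further: 0% = GSTO1-1 with DMSO and 100% = wells lacking GSTO1-1 enzyme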
Target sequence (P78417 whole entry, looked up): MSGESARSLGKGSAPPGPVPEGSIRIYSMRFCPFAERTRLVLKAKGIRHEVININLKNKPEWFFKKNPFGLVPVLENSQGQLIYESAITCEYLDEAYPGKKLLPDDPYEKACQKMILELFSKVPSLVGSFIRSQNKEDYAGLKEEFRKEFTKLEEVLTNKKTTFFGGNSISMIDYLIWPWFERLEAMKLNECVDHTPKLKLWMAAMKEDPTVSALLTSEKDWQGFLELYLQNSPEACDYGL
PAFAH1B3 FP inh: blocks human PAF acetylhydrolase 1B catalytic subunit 3; inhibition, % at 3.39 µM; recombinant PAFAH1B3, FP-rhodamine probe, fluorescence polarization; AID 492972; hit rate 0.28% among 340,000; Q15102;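 active means inhibition above the screen-wide average of all tested compounds plus 3 SD, cut at about 25% in these data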;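 further: 0% = enzyme with DMSO only and 100% = wells lacking PAFAH1B3 protein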
Target sequence (Q15102 whole entry, looked up): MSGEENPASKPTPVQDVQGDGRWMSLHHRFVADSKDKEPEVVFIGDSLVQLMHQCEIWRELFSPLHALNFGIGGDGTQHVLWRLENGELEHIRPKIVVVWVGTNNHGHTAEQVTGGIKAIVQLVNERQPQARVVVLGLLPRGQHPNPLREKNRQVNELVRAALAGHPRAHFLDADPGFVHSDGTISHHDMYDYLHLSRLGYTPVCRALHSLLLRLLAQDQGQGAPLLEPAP
pPAFAH inh: pPAFAH (human) enzyme inhibition; recombinant pPAFAH, FP-rhodamine probe fluorescence polarization; Q13093; hit rate 1.5% among 330,000; inhibition, % at 3.39 µM;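 active means inhibition above the mean inhibition across the screen plus 3 SD, cut at about 25% in these data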;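 further: inhibitors block binding of the rhodamine activity-based probe so polarization drops; 0% = enzyme with DMSO and 100% = wells lacking pPAFAH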
* = called active by the depositor; . = no result given.

SMILES,PAD4 inh,LYPLA2 inh,PAFAH2 FP inh,PME-1 primary,PAFAH1B2 inh,LYPLA1 inh,GSTO1 inh,PAFAH1B3 FP inh,pPAFAH inh
CCc1ccc(NC(=O)C2CCCN(S(=O)(=O)c3cccnc3)C2)cc1 (configuration not stated),2,0,2,0,0,3,1,9,1
O=C(Nc1cccnc1Cl)c1cc(-c2ccco2)on1,-2,-3,-7,-1,-3,-4,-4,-6,2
COCCN1Cc2cccc(C(=O)N3CCN(c4cc(C)ccc4C)CC3)c2C1=O,0,6,-8,5,2,4,1,8,3
COCC(C)N=Cc1c(O)[nH]c2ccccc12 (configuration not stated),0,-3,8,4,3,-3,5,4,1
Cc1ccc(C(=O)Nc2ccccc2N2CCN(C(=O)C(C)C)CC2)cc1,-4,-3,-1,1,3,-5,-2,-4,6
COc1c2occc2c(OC)c2c(=O)cc(C(F)(F)C(F)(F)F)oc12,0,2,-3,-2,2,1,-4,-1,3
CS(=O)(=O)Nc1ccccc1C(=O)Nc1ccccc1C(=O)N1CCCC1,-6,-1,12,7,-3,2,1,3,-4
COc1ccc(-c2nc3ccc(C)cn3c2NCc2ccccc2)cc1SC1CCCCC1,-3,-3,17,6,0,1,9,2,10
O=C(OCC#CCSc1nnc(-c2ccccc2)o1)c1cccs1,-1,-3,4,5,3,-1,24,-1,6
CC1(C)Cc2ccccc2C(NNC(=O)c2ccncc2)=N1,-3,-4,8,-3,0,2,-5,4,-3
CCN1/C(=C2\C(=O)N(C)C(=S)N2C)C=Cc2cc(C)ccc21,4,-9,7,-2,6,2,-3,7,1
CCSc1ncccc1C(=O)N[C@@H](CCSC)C(=O)OC,1,-2,.,-2,.,-1,3,.,5
Cn1c(SCC(=O)Nc2cc(C(C)(C)C)nn2-c2ccccc2)nc2ccccc21,0,6,-5,-3,1,-3,1,0,1
Cc1nn(C)c(C)c1S(=O)(=O)NC1CCCc2ccccc21 (configuration not stated),-5,0,-3,4,7,-1,1,10,3
CCCCN(C(=O)C1CC(=O)N(Cc2ccc(C)cc2)C1)c1c(N)n(CCCC)c(=O)[nH]c1=O (configuration not stated),-2,3,-1,-4,1,1,2,7,2
COc1cc(/C=C2\CCCc3c2nc2ccccc2c3C(=O)O)cc([N+](=O)[O-])c1O,4,-4,25,-5,1,-2,16,16,32*
O=[N+]([O-])c1cc([N+](=O)[O-])c2n[nH]c(-c3ccccc3)c2c1,-4,-6,.,-1,.,0,3,.,3
CCN(CCO)C(=O)c1ccc2oc(Cc3ccc(Cl)cc3)nc2c1,-1,-5,9,-4,-1,0,0,1,3
O=C(CSc1cccc[n+]1[O-])Nc1cc([N+](=O)[O-])ccc1Cl,-4,-6,-7,5,1,-1,2,4,-2
COc1ccc(N2C(=O)CC(N3CCN(C(=O)c4ccco4)CC3)C2=O)cc1 (configuration not stated),-6,-1,-2,-2,2,-1,3,6,-2

Going on with the list.
SMILES,PAD4 inh,LYPLA2 inh,PAFAH2 FP inh,PME-1 primary,PAFAH1B2 inh,LYPLA1 inh,GSTO1 inh,PAFAH1B3 FP inh,pPAFAH inh
Cc1ccc(NC(=O)NCC2CCN(Cc3cccc(Cl)c3)CC2)cc1Cl,0,-6,-2,-5,4,-2,3,-2,-3
COC(=O)C[C@H]1c2cc(C(F)(F)F)ccc2S(=O)(=O)N1C1CCCCC1,-2,-6,2,-5,5,-2,4,-1,1
O=C(NCCc1cccs1)c1ccc(CS(=O)Cc2ccc(Cl)cc2)o1 (configuration not stated),-8,4,2,0,7,3,-1,2,13
O=C(Cc1cccc2ccccc12)NNC(=O)c1ccc(Br)o1,-3,0,13,-7,14,-3,-4,11,4
CC(Oc1ccc(F)cc1)C(=O)Nc1cc(S(=O)(=O)N2CCOCC2)ccc1N1CCCC1 (configuration not stated),-4,5,7,2,-1,0,1,-2,6
CC(=O)c1ccccc1OC(=O)c1ccco1,-3,6,1,0,3,0,11,1,-2
Cc1ccc(C(C)(C)C)cc1S(=O)(=O)Nc1ncnc2sccc12,-5,-3,2,-2,23,-3,.,2,-6
COc1ccc(OC)c(Nc2nc(NCCO)c3ccccc3n2)c1,-2,9,6,21,9,4,-3,15,8
O=C(NCc1ccco1)C1CC(c2ccccc2C(F)(F)F)=NO1 (configuration not stated),-5,-1,7,3,3,1,1,-1,3
COc1ccc(NC(=O)CC2Oc3ccccc3NC2=O)cc1 (configuration not stated),2,-3,1,-2,-2,2,-2,1,-2
Cc1ccc(S(=O)(=O)N2CCN(C(=O)c3ccccc3OCc3c(C)noc3C)CC2)cc1C,3,4,7,5,2,2,7,0,3
COc1ccc(Cn2c(O)c(C=Nc3ccccc3)c3ccccc3c2=O)cc1,-1,13,-5,-6,4,-5,-1,-9,0
COc1cc2c(cc1OC)-c1nnc(C)n1C1(CCCC1)C2,0,5,-1,2,4,-2,1,-1,3
CC(=O)N1CCN(C(=O)c2ccc(Cl)c(S(=O)(=O)N3CCCCCC3)c2)CC1,-4,-1,4,-7,4,1,.,3,2
CC(=O)Nc1ccc2c(c1)NC(=O)CC2,1,3,1,7,2,1,6,0,0
COCCNC(=O)CSc1nc2nn(-c3ccccc3)c(=O)c-2c2n1CCCCC2,-5,0,4,-2,1,-1,22,9,-1
CCCCn1c(NCc2ccccc2NS(=O)(=O)c2ccc(C)cc2)nc2ccccc21,-3,-10,-2,3,0,-9,-15,-5,0
COc1ccc(-c2ccc(SCC(=O)c3cccs3)nn2)cc1,5,-1,-1,-6,3,-4,5,1,3
C=CCN(c1ccccc1)S(=O)(=O)c1cccc(C(=O)NC2CCC(O)CC2)c1 (configuration not stated),0,-6,1,-1,4,-6,2,5,4
COc1ccc(S(=O)(=O)N2CCCC2C(=O)Nc2ccc(C)cc2)cc1 (configuration not stated),1,5,8,-2,1,4,1,5,2

Going on with the list:
SMILES,PAD4 inh,LYPLA2 inh,PAFAH2 FP inh,PME-1 primary,PAFAH1B2 inh,LYPLA1 inh,GSTO1 inh,PAFAH1B3 FP inh,pPAFAH inh
Cc1ccc2cc(/C=C3\N=C(c4ccccc4)OC3=O)c(N3CCOCC3)nc2c1,3,-1,.,7,.,0,-5,.,4
Cc1ccccc1C(=O)N[C@H](C(=O)OCC(=O)c1ccc[nH]1)C(C)C,-3,8,2,3,3,8,3,4,2
CSc1nc(O)c(Cc2ccccc2)c(=O)[nH]1,-2,0,-1,-4,0,0,5,-2,-2
O=c1c2ccccc2c(-c2ccc(Br)cc2)nn1Cc1ccccc1,-2,-3,-7,1,4,-3,0,-6,1
CC1=C(SCCC#N)S/C(=C2\SC(C)=C(SCCC#N)S2)S1,4,5,19,0,8,-1,2,14,7
Cc1cccc(-n2cnc(C(=O)NC3CCCCCC3)c2)n1,-3,2,9,1,10,2,-2,9,-1
O=C(c1cccnc1)N1N=C(c2cccs2)CC1c1ccc(F)cc1 (configuration not stated),-2,2,2,-3,4,-2,-2,0,0
NS(=O)(=O)c1cc(C(=O)OC2CCOC2=O)ccc1Cl (configuration not stated),3,1,3,-3,-3,-1,2,-5,5
COc1ccc(OCCC(=O)Nc2nccs2)cc1,-2,8,-4,-4,-6,2,-6,-5,3
CCOC(=O)C1=C(C)OC(N)=C(C(=O)OCC)C1c1cccnc1 (configuration not stated),0,-3,11,-1,-1,-4,-5,11,-2
CN(C)/C=N/c1ncc(C(=O)c2ccccc2)s1,-4,3,3,-3,2,1,3,-3,2
COc1ccc(Cl)cc1NC(=O)CN(C)C(=O)CNC(=O)C12CC3CC(CC(C3)C1)C2,2,1,2,0,7,-6,5,3,4
O=C(Nc1ncccc1O)c1ccc(Cl)c(S(=O)(=O)N2CCCCC2)c1,-2,1,20,-3,10,-1,8,3,5
CCn1cc(C(=O)Nc2ccc(NC(=O)c3ccco3)cc2)c(=O)c2ccc(C)nc21,0,-6,3,5,-3,-2,-2,3,3
O=C(c1ccco1)n1nc(-c2ccc(Cl)cc2)nc1NCc1ccco1,-5,-3,-2,5,5,2,4,4,2
O=C1OCCN1/N=C/c1ccc([N+](=O)[O-])o1,-10,2,3,1,2,-1,4,9,0
CC(=O)Nc1cccc(-c2cn3ccccc3n2)c1,-5,-5,2,-9,-3,2,-1,-4,-8
COc1ccc(C)cc1NC(=O)C(=O)N/N=C(\C)CC(=O)Nc1cccnc1,1,-3,5,-6,9,3,3,9,2
Cn1c(SCc2ccccc2)nc(N)c(N=O)c1=O,-4,4,.,0,.,1,4,.,6
CCC(NC(=O)c1cccc(Cn2cc([N+](=O)[O-])cn2)c1)c1ccc(C(C)C)cc1 (configuration not stated),-7,-21,-2,-1,4,-5,2,6,18

Going on with the list:
SMILES,PAD4 inh,LYPLA2 inh,PAFAH2 FP inh,PME-1 primary,PAFAH1B2 inh,LYPLA1 inh,GSTO1 inh,PAFAH1B3 FP inh,pPAFAH inh
O=C(COC(=O)CNS(=O)(=O)c1ccc2ccccc2c1)Nc1ccccc1Sc1ccccc1,-4,-40,-3,-10,12,-6,3,5,15
Cc1cccc(OCCC(=O)Nc2ccc(F)c(Cl)c2)c1,4,-3,-3,4,3,-6,-5,1,-7
Cc1cc(C)n2nc(C(=O)OCC(=O)c3cc(C)n(CC4CCCO4)c3C)nc2n1 (configuration not stated),-4,2,1,1,7,-2,-5,-4,-2
O=[N+]([O-])c1ccccc1NCc1ccc(Cl)cc1,-2,6,.,9,.,-3,1,.,2
CCc1ccc2[nH]c(=O)c(CN(Cc3ccccc3)C(=O)Nc3ccccc3OC)cc2c1,-5,-10,-14,-7,-6,-7,-2,-5,6
Cc1cccc(C)c1NC(=O)COC(=O)c1cc(-c2cccnc2)nc2ccccc12,-3,5,3,1,-4,-1,-3,4,8

Screening results from PubChem.

An excerpt; rates above refer to the full screens.
